Source: PubChem BioAssay (Sanford-Burnham Center for Chemical Genomics)
XBP1 UPR activ = activators of adaptive XBP1 UPR arm, primary screen, cell-based, CHO-XBP1 luciferase reporter, luminescence, uHTS. AID 463104, 2010. activation, % at 20 µM. actives 0.33% (n = 330,000). IRE1-XBP1 UPR activation; percent of tunicamycin response, DMSO as zero;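 active = versus positive control, 20 µM dose yields 30% or more activation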;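 note: 100% = tunicamycin at 10 µg/mL and 0% = DMSO only wells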
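incubation = overnight seeding at 37 °C, 6 h compound treatment at 37 °C | assay system = CHO-XBP1 cells stably carrying IRE1-XBP1-driven luciferase reporter | input = 1000 cells per well | detection = luciferase luminescence | dosing = single point, 20 µM final compound, 1% DMSO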
Mdm2-MdmX inh = inhibitors of human Mdm2-MdmX association, primary screen, cell-based, luminescence, split luciferase, SaOS-2, uHTS; Protein Mdm4 (Homo sapiens) + E3 ubiquitin-protein ligase Mdm2 (Homo sapiens), …; SaOS-2 split-luciferase Mdm2/MdmX complementation; inhibition, % at 8 µM; actives 3% (n = 330,000);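 active = inhibition of at least 50% at 8 µM in the primary screen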
Target sequence (O15151 whole entry, looked up): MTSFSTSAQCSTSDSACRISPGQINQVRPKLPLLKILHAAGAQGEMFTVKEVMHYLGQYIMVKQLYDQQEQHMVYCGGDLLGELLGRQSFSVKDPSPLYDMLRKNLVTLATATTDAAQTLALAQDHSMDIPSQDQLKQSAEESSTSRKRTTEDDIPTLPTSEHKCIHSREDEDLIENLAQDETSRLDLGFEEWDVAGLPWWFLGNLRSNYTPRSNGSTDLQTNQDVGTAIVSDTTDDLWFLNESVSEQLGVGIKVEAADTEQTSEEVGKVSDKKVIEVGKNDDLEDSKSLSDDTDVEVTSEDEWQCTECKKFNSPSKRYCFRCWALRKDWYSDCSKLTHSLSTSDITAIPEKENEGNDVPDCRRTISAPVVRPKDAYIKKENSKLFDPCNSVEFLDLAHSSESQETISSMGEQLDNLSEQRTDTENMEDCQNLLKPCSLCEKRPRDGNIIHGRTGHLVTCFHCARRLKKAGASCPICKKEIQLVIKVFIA
Target sequence (Q00987 whole entry, looked up): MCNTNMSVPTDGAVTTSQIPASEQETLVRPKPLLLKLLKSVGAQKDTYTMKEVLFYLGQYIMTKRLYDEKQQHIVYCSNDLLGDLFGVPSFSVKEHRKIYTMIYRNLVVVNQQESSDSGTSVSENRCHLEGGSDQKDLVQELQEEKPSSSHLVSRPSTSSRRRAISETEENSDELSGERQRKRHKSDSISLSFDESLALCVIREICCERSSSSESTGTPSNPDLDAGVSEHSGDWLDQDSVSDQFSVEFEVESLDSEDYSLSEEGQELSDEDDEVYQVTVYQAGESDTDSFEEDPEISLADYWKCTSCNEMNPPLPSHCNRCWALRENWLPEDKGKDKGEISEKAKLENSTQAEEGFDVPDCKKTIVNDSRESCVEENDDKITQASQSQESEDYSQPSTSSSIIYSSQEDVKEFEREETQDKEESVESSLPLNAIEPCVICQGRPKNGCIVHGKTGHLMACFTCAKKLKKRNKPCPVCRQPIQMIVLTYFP
tim10-1 inh = growth inhibitors of tim10-1 mutant yeast, primary screen, luminescence, uHTS. actives 2.2% (n = 330,000). S. cerevisiae tim10-1 ts strain growth, BacTiter-Glo, 24 h. AID 463190, 2010. inhibition, % at 20 µM;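 active = inhibition of at least 40%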;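 note: mutant grown at 25 °C; 0% = DMSO wells with yeast and 100% = wells holding no yeast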
TIM10 inh = growth inhibitors of isogenic TIM10 control yeast, primary screen, counter-screen for tim10-1 yeast inhibitor project, luminescence, uHTS | actives 1.4% (n = 330,000) | inhibition, % at 10 µM | S. cerevisiae TIM10 strain growth, BacTiter-Glo luminescence, 24 h | AID 463195, 2010;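 active = inhibition of 40% or more at the single tested concentration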;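 note: wild-type TIM10 isogenic control strain grown at permissive 25 °C; 0% = DMSO yeast wells and 100% = minimal medium wells without yeast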
APJ ag = agonists of human apelin receptor APJ, primary screen, CHO-K1 cells, PathHunter beta-arrestin, luminescence. activation, % at 20 µM. P35414. AID 2520, 2010. actives 0.11% (n = 330,000). 0% DMSO wells, 100% apelin;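 active = activation more than six SD over the plate average, tested at 20 µM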;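 note: 0% = DMSO alone and 100% = apelin-13 at 10 nM; some results filed as inactive read as strong as hits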
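Incubation: overnight seeding, 90 min compound at 25 °C, 1 h detection; test system: PathHunter CHO-K1 APJ (AGTRL-1) beta-arrestin reporter cells; amount: 1000 cells/well; doses: one dose, 20 µM compound, 1% DMSO; measured by: beta-gal luminescence; measure: agonist-driven arrestin binding to APJ; benchmarks: negative DMSO alone, positive Apelin-13 at 10 nM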
CXCR6 block = CXCR6 receptor inhibitors, primary screen, cell-based, beta-arrestin, luminescence, CHO-K1 PathHunter, 1536-well | inhibition, % at 20 µM | actives 0.36% (n = 360,000); in the data active = inhibition above about 34%, passing the limit was not always enough;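 note: antagonist mode with CXCL16 agonist at 10 nM final; 0% = 10 nM CXCL16 with DMSO and 100% = unstimulated wells without agonist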
tim23-1 inh = growth inhibitors of tim23-1 mutant yeast, primary screen, luminescence, uHTS; actives 1.3% (n = 330,000); AID 463212, 2010; inhibition, % at 20 µM; S. cerevisiae tim23-1 growth, BacTiter-Glo luminescence, 24 h;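 active = growth inhibition of the mutant yeast at or above 50%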;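 note: temperature-sensitive mutant grown at 25 °C; plate controls were DMSO-treated mutant yeast for no effect and medium wells lacking yeast for full effect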
CHOP UPR activ = activators of apoptotic CHOP UPR arm, primary screen, cell-based, CHO-CHOP luciferase reporter, luminescence, uHTS | UPR activation; percent of tunicamycin response over DMSO baseline | activation, % at 10 µM | actives 0.34% (n = 330,000);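 active = at 10 µM dose, activation of 40% or more, normalized to positive control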;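 note: 100% = tunicamycin at 10 µg/mL and 0% = DMSO alone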
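System: CHO CHOP reporter cells. Amount: 500 cells per well. Buffer or medium: F12 medium, 10% FBS. Compound dosing: one dose, 10 µM in 0.5% DMSO. Incubation: 6 h compound exposure at 37 °C after overnight seeding. Technique: Steady-Glo luciferase luminescence. Benchmarks: tunicamycin and DMSO controls.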
APJ antagonist = antagonists of human apelin receptor APJ, primary screen, CHO-K1 cells, beta-arrestin complementation, luminescence; P35414; inhibition, % at 20 µM; actives 0.32% (n = 330,000); AID 2521, 2010;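 active = inhibition above about 40% at 20 µM, limit read from the data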;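 note: cells challenged with 10 nM apelin-13 agonist together with compound; plate controls were apelin-13 plus DMSO wells for no effect and DMSO wells lacking apelin-13 for full effect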
An asterisk follows results filed as active. Some of the compounds tested (hit frequency here may not be typical).

Results follow in this order: Mdm2-MdmX inh | TIM10 inh | XBP1 UPR activ | CHOP UPR activ | APJ antagonist | tim10-1 inh | CXCR6 block | APJ ag | tim23-1 inh
> COc1cc(S(=O)(=O)Nc2ccc(C)cc2)ccc1N=Cc1c(C)[nH]n(-c2ccc(C)cc2)c1=O
    -15 | 6 | 0 | -0.6 | 6 | 4 | 8 | -2 | 12
> O=C(NC1CCCCC1)C(c1cccs1)N(C(=O)Cc1c[nH]c2ccccc12)c1ccc(F)cc1 (stereo unspecified)
    39 | 10 | 6 | -1.4 | 7 | 33 | 8 | -1 | 36
> CCN1CCN(c2ccc(S(=O)(=O)N3CCCCC3)cc2NC(=O)c2cccc(Cl)c2)CC1
    17 | 6 | -2 | 0.3 | 21 | 11 | 2 | 1 | 11
> O=C(O)c1ccc(Oc2ccccc2)o1
    8 | 8 | 0 | 1.6 | -3 | -5 | -1 | 4 | -8
> CC1CN(C(=O)CNC(=O)COc2ccccc2)CC(C)O1 (stereo unspecified)
    -2 | 22 | 0 | -1.5 | 6 | -6 | -2 | -2 | 4
> CC(C)n1c(=NC(=O)c2ccco2)c(C#N)cc2c(=O)n3ccccc3cc21
    16 | -12 | 3 | 0.9 | -19 | 3 | 8 | 3 | 11
> O=C(O)c1cc(O)c2c(c1)[C@H]([C@H]1c3cc(C(=O)O)cc(O)c3C(=O)c3c(O[C@@H]4O[C@H](CO)[C@@H](O)[C@H](O)[C@H]4O)cccc31)c1cccc(OC3O[C@H](CO)[C@@H](O)[C@H](O)[C@H]3O)c1C2=O (stereo partly specified)
    2 | -12 | -10 | 2.3 | 11 | 1 | 3 | 12 | 2
> COc1ccccc1N(C)S(=O)(=O)c1ccc(C(=O)Nc2cccc(Br)c2)cc1
    33 | 36 | -4 | 0.1 | 13 | 15 | 4 | -3 | 36
> CCCCOC(=O)c1[nH]c2c(c1C)C(=O)CC(c1cc(OC)c(OC)c(OC)c1)C2 (stereo unspecified)
    26 | 11 | -2 | 6.4 | -5 | 18 | -6 | 5 | 18
> N#CC1(Nc2cccc(Br)c2)C(=O)Nc2ccccc21 (stereo unspecified)
    24 | 39 | -4 | -1.2 | 16 | 42* | -1 | -10 | 37
> O=C(O)c1ccc2c3c(cccc13)C(=O)N(c1cccc3ccccc13)C2=O
    1 | -8 | 1 | -0.9 | -24 | -10 | 7 | -2 | 5
> CC(OC(=O)CN1C(=O)NC2(CCCC2)C1=O)C(=O)Nc1cccc(Cl)c1Cl (stereo unspecified)
    8 | -2 | -4 | -0.4 | -47 | -2 | -8 | -4 | -6
> O=S1(=O)CCOCCCN1Cc1cccc(F)c1
    -19 | -6 | 2 | 1.0 | 5 | -7 | -4 | 11 | 1
> Cc1c(C(=O)N2CCOCC2)c(S(=O)(=O)Nc2ccc(OC(F)(F)F)cc2)c(C)n1C
    -7 | 8 | 0 | -1.1 | 21 | -3 | -13 | -1 | -1
> COc1ccc(NC(=O)c2cc3nc(-c4ccccc4)cc(-c4ccccc4)n3n2)c(OC)c1
    64* | 7 | 0 | -1.3 | -4 | 6 | -2 | -6 | 8
> CCn1cc(CNC(=O)CCc2ccc(OC)cc2)cn1
    12 | 0 | -3 | -0.2 | 1 | 0 | 5 | -3 | -2
> COc1ccc(C2C(C(C)=O)=C(C)N=c3s/c(=C\c4cc(C)n(C)c4C)c(=O)n32)c(OC)c1 (stereo unspecified)
    25 | 10 | 1 | -1.9 | 12 | 33 | 14 | -1 | 21
> COc1ccc(C(=O)N2CCN(CCNC(=O)C(=O)Nc3ccc(F)cc3)CC2)cc1OC
    -18 | 10 | 1 | 2.9 | 18 | -12 | 4 | -3 | 3
> O=C1CC(N2CCCCCC2)C(=O)N1c1ccc(F)cc1 (stereo unspecified)
    32 | 39 | -3 | -2.5 | 2 | 54* | -6 | 0 | 33
> O=C(Cn1c(NCCO)nc2ccccc21)c1cccs1
    -9 | -6 | 0 | -1.6 | 10 | -5 | -3 | -3 | 3
> O=C(COC(=O)c1ccc(F)cc1F)Nc1ccc(Cl)cn1
    17 | 7 | -3 | -0.3 | 2 | 11 | -2 | -1 | 13
> CCCn1c(N)nc2ccccc21
    6 | -3 | -2 | 0.0 | 4 | -2 | 5 | -4 | -10
> COc1ccc(N(C)S(=O)(=O)c2cccc(C(=O)Nc3ccc4c(c3)OCCO4)c2)cc1
    31 | 20 | -2 | -1.0 | -12 | 13 | 4 | -1 | 29
> Cc1ccc(OC(=O)c2cncc(Br)c2)c(C)c1
    11 | 3 | -2 | 5.4 | 16 | 1 | 8 | -4 | 14
> Cc1cc(C)nc(N/N=C/c2ccccc2OCc2ccccc2)n1
    -3 | 31 | 0 | 3.1 | -12 | 32 | -1 | -1 | 25
> COc1ccc(CCNC(=O)c2ccc3c(c2)NC(=O)C(C(C)C)N3)cc1OC (stereo unspecified)
    -6 | 9 | -5 | 0.3 | -6 | -17 | -10 | -2 | 6
> Cc1nc2ccc(NC(=O)[C@H](C)N3C(=O)C4CC=CCC4C3=O)cc2s1 (stereo partly specified)
    40 | 4 | 0 | 1.3 | 0 | 9 | -3 | -5 | 19
> Cc1noc(C)c1CSc1nnc(-c2cccnc2)n1C1CCCCC1C (stereo unspecified)
    15 | 20 | 3 | -2.8 | -8 | 5 | -1 | 0 | 25
> C[C@H](CCCC/C=C/C(=O)O)O[C@@H]1O[C@@H](C)[C@H](O)C[C@H]1O
    21 | -1 | -4 | 1.8 | 6 | 11 | 6 | -2 | 4
> O=C(NCCOCc1ccccc1)C(c1ccccc1)c1ccccc1
    -10 | 8 | -5 | -3.2 | 18 | 33 | 0 | -7 | 37
> CCS(=O)(=O)n1c(Cc2cccs2)nc2ccccc21
    12 | 1 | -4 | 0.6 | 12 | -3 | -3 | 3 | 15
> CCCn1nnnc1NCc1cccn1C
    23 | 2 | -2 | -0.7 | -13 | 9 | -7 | -5 | 21
> CCC(NC(=O)C1C2C=CC(C2)C1C(=O)O)c1ccc(C)cc1 (stereo unspecified)
    6 | 10 | -4 | 3.0 | -3 | 9 | -2 | 0 | 9
> CC(C)C(NC(=O)c1c(F)cccc1F)C(=O)NCc1ccncc1 (stereo unspecified)
    21 | 3 | -2 | -0.2 | 21 | -15 | -2 | 12 | 6
> CCOC(=O)C1(CCOc2ccccc2)CCN(Cc2ccc(C#CCCO)cc2)CC1
    27 | 19 | -6 | 0.9 | 5 | 27 | 1 | 0 | 24
> Oc1ccccc1CNc1ncc(Br)cc1Br
    0 | 39 | 1 | -2.0 | -19 | 36 | 2 | 2 | 46
> CCCOc1ccc(C2C(=O)N(C3CCCCC3)CC(=O)N2C2CC2)cc1OC (stereo unspecified)
    -7 | 9 | -2 | 5.3 | -18 | 13 | -1 | -2 | 19
> COc1ccc(CCNC(=O)[C@H](CCSC)NC(=O)N2CCn3c2nc2ccccc23)cc1OC
    2 | 2 | -2 | -2.2 | -18 | -7 | 3 | -8 | 7
> COc1ccc([N+](=O)[O-])cc1NC(=O)C(C)OC(=O)Cc1ccc(OC)c(OC)c1 (stereo unspecified)
    -13 | -1 | -3 | 1.1 | 1 | 4 | 8 | -1 | 15
> CSc1ccccc1C(=O)Nc1cccc([N+](=O)[O-])c1
    1 | 26 | -1 | 1.2 | -14 | 21 | -2 | -7 | 28

Sorted by length of the SMILES (smallest number first): 6 of the compounds above.
Results follow in this order: Mdm2-MdmX inh | TIM10 inh | XBP1 UPR activ | CHOP UPR activ | APJ antagonist | tim10-1 inh | CXCR6 block | APJ ag | tim23-1 inh
> CCCn1nnnc1NCc1cccn1C
    23 | 2 | -2 | -0.7 | -13 | 9 | -7 | -5 | 21
> Cc1cc(C)nc(N/N=C/c2ccccc2OCc2ccccc2)n1
    -3 | 31 | 0 | 3.1 | -12 | 32 | -1 | -1 | 25
> CCC(NC(=O)C1C2C=CC(C2)C1C(=O)O)c1ccc(C)cc1 (stereo unspecified)
    6 | 10 | -4 | 3.0 | -3 | 9 | -2 | 0 | 9
> CCCOc1ccc(C2C(=O)N(C3CCCCC3)CC(=O)N2C2CC2)cc1OC (stereo unspecified)
    -7 | 9 | -2 | 5.3 | -18 | 13 | -1 | -2 | 19
> CCOC(=O)C1(CCOc2ccccc2)CCN(Cc2ccc(C#CCCO)cc2)CC1
    27 | 19 | -6 | 0.9 | 5 | 27 | 1 | 0 | 24
> COc1ccc(N(C)S(=O)(=O)c2cccc(C(=O)Nc3ccc4c(c3)OCCO4)c2)cc1
    31 | 20 | -2 | -1.0 | -12 | 13 | 4 | -1 | 29

Following part.
Results follow in this order: Mdm2-MdmX inh | TIM10 inh | XBP1 UPR activ | CHOP UPR activ | APJ antagonist | tim10-1 inh | CXCR6 block | APJ ag | tim23-1 inh
> CCOC(=O)C1=Nc2ccccc2C1=[N+]=[N-]
    51* | -29 | -5 | -0.5 | -26 | 14 | -34 | 3 | 36
> CC(C)(C)c1ccc(C(=O)N/N=C/c2ccc(OCCCF)cc2)cc1
    35 | -13 | 0 | -1.4 | -21 | -9 | 0 | 4 | -2
> Cc1nnc(SCc2ccccc2)nc1/C=C/NOCc1ccc(Cl)cc1Cl
    -2 | 9 | 0 | -2.5 | 39 | 15 | 20 | -17 | 6
> COc1ccccc1Nc1nc(NCC(C)C)nc(N)c1[N+](=O)[O-]
    62* | 29 | 14 | 3.2 | 5 | 40 | -9 | 2 | 50
> CCOC(=O)CN1NC2(CCCCCC2)NC1=S
    7 | 6 | -1 | -1.5 | 7 | 7 | -11 | 4 | 2
> Cc1onc(-c2c(Cl)cccc2Cl)c1-c1nnc(-c2ccc(Cl)cc2)o1
    17 | -9 | -3 | -0.3 | 11 | -8 | 12 | 3 | -7
> C=CCSc1nnc(NC(=O)CN2C(=O)NC3(CCCC3)C2=O)s1
    9 | 8 | -3 | 2.2 | -4 | 2 | -2 | 3 | 3
> CCC(Sc1nc(C)cc(C)n1)C(=O)Nc1cc(C)on1 (stereo unspecified)
    11 | -14 | -3 | -0.6 | -16 | 0 | -2 | -3 | 3
> COC(=O)CCCCC1SCC(NC(=O)OC)C1NC(=O)OC (stereo unspecified)
    18 | -17 | 0 | 2.5 | 8 | -4 | -13 | -2 | 1
> Cc1cc(CN(C)C(=O)c2cc(COc3ccc(F)cc3Cl)on2)n[nH]1
    -20 | 6 | 1 | 3.4 | 1 | 0 | 2 | -2 | 16
> CCSc1ccc2cc(OC)ccc2[n+]1CC
    -3 | 11 | 0 | -0.5 | 2 | 7 | 0 | -1 | 3
> COc1cc(NC(=S)N2CCN(S(=O)(=O)c3ccc(C)cc3)CC2)cc(OC)c1
    11 | 7 | 0 | 2.3 | -9 | 8 | -11 | 3 | 19
> CN(c1ccccc1)S(=O)(=O)c1ccc(C(=O)OCC(=O)NCc2ccco2)cc1
    30 | 7 | -6 | 1.1 | -4 | 13 | 3 | 3 | 19
